CHRM4 agonist – CHRM4 agonism in calcium assay | P08173 | CHO-K1 hM4/Gqi5, Fluo-8 calcium fluorescence; vehicle 0%, full acetylcholine response 100% | activation, % at 3 µM | hit rate 0.14% among 360,000;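 active = activation above the run mean over all test wells plus 3 SD, cut at about 32% in these data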;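 note: peak over basal fluorescence ratio per well then scaled between controls; 0% = DMSO wells and 100% = acetylcholine at EC100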
Target sequence (P08173 whole entry, looked up): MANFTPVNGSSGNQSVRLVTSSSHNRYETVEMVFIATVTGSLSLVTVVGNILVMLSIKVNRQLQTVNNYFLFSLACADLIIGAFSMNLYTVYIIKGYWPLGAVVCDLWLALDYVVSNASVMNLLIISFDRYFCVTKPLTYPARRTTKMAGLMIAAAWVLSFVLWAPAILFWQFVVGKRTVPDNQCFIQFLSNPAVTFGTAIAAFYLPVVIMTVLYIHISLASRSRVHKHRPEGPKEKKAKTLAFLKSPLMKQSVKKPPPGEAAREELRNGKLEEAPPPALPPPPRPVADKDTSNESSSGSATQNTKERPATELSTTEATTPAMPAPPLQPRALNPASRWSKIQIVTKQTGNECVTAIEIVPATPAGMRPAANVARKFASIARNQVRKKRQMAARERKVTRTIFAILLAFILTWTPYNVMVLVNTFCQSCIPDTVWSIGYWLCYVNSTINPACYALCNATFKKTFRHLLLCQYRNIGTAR
M5 PAM – potentiates acetylcholine response at human M5 receptor | P08912 | CHO-K1 hM5, Fluo-8 calcium, ACh EC20 PAM; 0% = ACh EC20, 100% = ACh EC100 | activation, % at 3 µM | hit rate 0.3% among 360,000 | AID 624038;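 active = activation above the run cutoff, the mean activation of all test compounds plus 3 SD, cut at about 18% in these data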
Target sequence (P08912 whole entry, looked up): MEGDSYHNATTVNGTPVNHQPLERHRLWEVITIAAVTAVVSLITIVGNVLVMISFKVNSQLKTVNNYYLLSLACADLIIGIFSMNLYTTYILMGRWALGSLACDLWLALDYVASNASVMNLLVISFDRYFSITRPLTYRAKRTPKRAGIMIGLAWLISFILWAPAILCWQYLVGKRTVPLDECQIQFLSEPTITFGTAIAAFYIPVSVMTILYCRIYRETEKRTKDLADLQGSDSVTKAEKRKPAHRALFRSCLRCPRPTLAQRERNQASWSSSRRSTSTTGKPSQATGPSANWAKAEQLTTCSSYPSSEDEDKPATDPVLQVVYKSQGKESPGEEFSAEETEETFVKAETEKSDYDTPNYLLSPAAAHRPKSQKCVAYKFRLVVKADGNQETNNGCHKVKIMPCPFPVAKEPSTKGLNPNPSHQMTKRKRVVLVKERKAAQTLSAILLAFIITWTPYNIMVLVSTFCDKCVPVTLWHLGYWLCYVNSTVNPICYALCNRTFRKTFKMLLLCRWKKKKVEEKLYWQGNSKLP
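Probe or stimulus: acetylcholine, EC20 level; Assay system: human M5 receptor in CHO-K1 cells; Schedule: compound preincubation 140 s before EC20 acetylcholine addition; Technique: intracellular calcium via Fluo-8 fluorescence; Dosing: single-point, 3 µM nominal; Read-out basis: percent activation from peak-over-basal fluorescence ratio, scaled EC20-to-EC100 acetylcholine; Repeats: one well per compound, no replicates.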
CHRM4 PAM – CHRM4 positive allosteric modulation; P08173; CHO-K1 hM4/Gqi5, Fluo-8 calcium fluorescence, ACh EC20; 0% = ACh EC20, 100% = maximal ACh; activation, % at 3 µM; hit rate 0.4% among 360,000;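 active = activation above its plate's cutoff, the mean activation of sample wells plus 3 SD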; note: some results filed as inactive read as strong as hits
M4 antag – antagonists of human muscarinic M4 receptor (CHRM4). P08173. CHO-hM4 cells, ACh EC80, Fluo-8 calcium fluorescence. inhibition, % at 3 µM. hit rate 0.73% among 360,000;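 active = inhibition above its plate's cutoff, the mean inhibition of sample wells plus 3 SD, cut at about 27% in these data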;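 note: 0% = acetylcholine EC80 with DMSO and 100% = DMSO without agonist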
M1 PAM – positive allosteric modulators of human M1 muscarinic receptor; P11229; CHO-K1 hM1, Fluo-8 calcium fluorescence, ACh EC20; 0% = ACh EC20, 100% = maximal ACh; activation, % at 3 µM; hit rate 0.088% among 360,000; AID 588819; in the data active = activation above about 19%, passing the limit was not always enough
M5 ag – CHRM5 agonism in calcium assay. P08912. CHO-K1 hM5 cells, Fluo-8 calcium fluorescence; 0% DMSO wells, 100% maximal acetylcholine response. activation, % at 3 µM. hit rate 0.19% among 360,000;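 active = activation above the run's mean over test compounds plus 3 SD, cut at about 23% in these data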;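 note: signal is peak over basal fluorescence ratio across the kinetic read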
CHRM5 antagonist – antagonists of human muscarinic M5 receptor (CHRM5) | CHO-hM5 cells, Fluo-8 calcium fluorescence, ACh EC80 | inhibition, % at 3 µM | hit rate 0.59% among 360,000 | P08912;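 active = inhibition above a per-plate cutoff, the mean of that plate's test compounds plus 3 SD, cut at about 27% in these data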;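 note: 0% = acetylcholine EC80 with DMSO and 100% = DMSO without agonist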
CRFR2-BP ag – agonists of human CRF-binding protein/CRF-R2 receptor complex; hit rate 0.46% among 350,000; activation, % at 13.2 µM; HEK293 CRF-R2/CRF-BP, calcium dye fluorescence (FLIPR); percent of saturating CRF peptide response;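 active = activation of at least 50%, plus an integration ratio under a set limit after plate pattern correction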;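 note: plate controls were neutral control wells without compound for no effect and CRF at EC100 for full effect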
CRFBP-R2 block – antagonists of CRF-binding protein/CRF-R2 receptor complex. HEK293 CRF-R2/CRF-BP, CRF-induced calcium fluorescence. inhibition, % at 11.8 µM. hit rate 0.59% among 350,000. AID 588475;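 active = inhibition of the ligand-induced calcium signal above about 50% at the single tested concentration, limit read from the data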
Active calls of the source: *.

`CC(C)(O)[C@@H]1CC(=O)[C@]2(C)[C@H](CC[C@@]3(C)[C@H](c4ccoc4)OC(=O)[C@H]4O[C@]432)[C@@]1(C)/C=C\C(=O)O` gave CHRM4 agonist -0.5, M5 PAM 4.5, CHRM4 PAM 0.7, M4 antag -3.6, M1 PAM 9.1, M5 ag 1.2, CHRM5 antagonist 0.6, CRFR2-BP ag 0.0 and CRFBP-R2 block 3.7.
Screening CCOC(=O)c1c(C)[nH]c(C(=O)COC(=O)c2cnc(C)cn2)c1C returned CHRM4 agonist 2.4, M5 PAM 7.7, CHRM4 PAM 1.4, M4 antag -8.6, M1 PAM -1.0, M5 ag -1.1, CHRM5 antagonist -10.5, CRFR2-BP ag -0.1 and CRFBP-R2 block -13.2.
`Cn1c(=O)c2c(nc(-n3ccnc3)n2C)n(C)c1=O` gave CHRM4 agonist 0.2, M5 PAM 1.0, CHRM4 PAM -1.4, M4 antag 4.3, M1 PAM 6.4, M5 ag -1.4, CHRM5 antagonist 0.1, CRFR2-BP ag -0.5 and CRFBP-R2 block 3.9.
For COCC(=O)Nc1c(C(=O)Nc2cccc(OC)c2)oc2ccccc12 the results were CHRM4 agonist 3.9, M5 PAM 0.6, CHRM4 PAM 13.0, M4 antag -11.5, M1 PAM 5.4, M5 ag 0.2, CHRM5 antagonist 1.5, CRFR2-BP ag -6.1 and CRFBP-R2 block -10.9.
Screening COc1ccc(C(=O)COc2ncnc3cc(Cl)ccc23)cc1 returned CHRM4 agonist 10.7, M5 PAM -8.1, CHRM4 PAM -21.1, M4 antag -0.3, M1 PAM -7.2, M5 ag 3.0, CHRM5 antagonist 0.5, CRFR2-BP ag 6.3 and CRFBP-R2 block -9.7.
COc1ccc(/C=N/N2CCN(C3c4ccccc4-c4ccccc43)CC2)cc1O was read as CHRM4 agonist 0.8, M5 PAM -6.2, CHRM4 PAM -2.4, M4 antag 3.4, M1 PAM -3.3, M5 ag -2.3, CHRM5 antagonist 14.0, CRFR2-BP ag -7.0 and CRFBP-R2 block -48.5.
CCOc1cc(NC(=S)NCc2ccco2)c(OCC)cc1NC(=O)C1CC1 was read as CHRM4 agonist 1.7, M5 PAM 2.3, CHRM4 PAM 10.8, M4 antag -14.8, M1 PAM 9.3, M5 ag -4.9, CHRM5 antagonist -2.6, CRFR2-BP ag -4.8 and CRFBP-R2 block -7.1.
For CCN(CC)c1ccc(NC(=O)CCCCCN2C(=O)c3ccccc3C2=O)cc1 the results were CHRM4 agonist 2.9, M5 PAM -7.5, CHRM4 PAM -9.2, M4 antag -2.4, M1 PAM -11.0, M5 ag -3.1, CHRM5 antagonist 3.4, CRFR2-BP ag -3.7 and CRFBP-R2 block -3.3.
`CCCNC(=O)OCC12CC3CC(CC(C3)C1)C2` gave CHRM4 agonist -0.6, M5 PAM -3.3, CHRM4 PAM 0.9, M4 antag -4.8, M1 PAM 1.4, M5 ag -1.0, CHRM5 antagonist 1.6, CRFR2-BP ag 1.3 and CRFBP-R2 block -47.1.
Screening CC12CCC=CC1=C(C=O)C1C2CCC2(C)C(O)CCC12 (configuration not stated) returned CHRM4 agonist 12.8, M5 PAM -9.6, CHRM4 PAM -4.2, M4 antag 0.0, M1 PAM 0.5, M5 ag 0.7, CHRM5 antagonist 21.6, CRFR2-BP ag 1.6 and CRFBP-R2 block -62.0.
Screening CCCC1(c2ccccc2)NC(=O)N(CC(=O)Nc2cc(C)ccc2OC)C1=O (configuration not stated) returned CHRM4 agonist 13.7, M5 PAM 2.5, CHRM4 PAM 2.2, M4 antag 1.4, M1 PAM 8.4, M5 ag 12.9, CHRM5 antagonist -1.2, CRFR2-BP ag 2.7 and CRFBP-R2 block -26.4.
`Cc1cc(-c2ccco2)n(CC(=O)NCCN(C)C)n1` gave CHRM4 agonist 0.5, M5 PAM -0.3, CHRM4 PAM -2.2, M4 antag 2.5, M1 PAM 5.6, M5 ag -5.2, CHRM5 antagonist 6.1, CRFR2-BP ag 1.9 and CRFBP-R2 block -8.1.
For CCc1ccc(NC(=O)C(=O)NNC(=O)c2ccc(OC)cc2)cc1 the results were CHRM4 agonist 0.6, M5 PAM -1.1, CHRM4 PAM 1.9, M4 antag 8.7, M1 PAM 0.0, M5 ag -4.0, CHRM5 antagonist 4.2, CRFR2-BP ag -1.7 and CRFBP-R2 block 16.4.
`COCc1cc(/C=N\NC(=O)COc2ccccc2)ccc1OC` gave CHRM4 agonist 0.4, M5 PAM -6.7, CHRM4 PAM -3.0, M4 antag 5.5, M1 PAM -5.1, M5 ag -3.0, CHRM5 antagonist 5.6, CRFR2-BP ag -0.3 and CRFBP-R2 block -2.0.
For Cc1cc(C(=O)N[C@@H](c2ccccc2)[C@]2(C)C[C@H]2[C@@H](C)C(=O)Nc2ccc3ccccc3c2)no1 the results were CHRM4 agonist 1.6, M5 PAM -4.3, CHRM4 PAM -3.8, M4 antag -3.2, M1 PAM 2.1, M5 ag -5.0, CHRM5 antagonist 5.5, CRFR2-BP ag 0.6 and CRFBP-R2 block -3.2.
Screening COc1ccc(CCNC(=O)c2ccc(CN3CCOCC3)cc2)cc1 returned CHRM4 agonist 0.2, M5 PAM -6.0, CHRM4 PAM -6.7, M4 antag 7.5, M1 PAM 3.3, M5 ag 1.4, CHRM5 antagonist 8.5, CRFR2-BP ag 2.9 and CRFBP-R2 block 1.3.
For CCN(CCNC(=O)C1CCN(Cc2nc(-c3cccc(Cl)c3)oc2C)CC1)c1ccccc1 the results were CHRM4 agonist 25.6, M5 PAM -4.4, CHRM4 PAM -10.7, M4 antag 2.9, M1 PAM 3.3, M5 ag 3.0, CHRM5 antagonist 5.7, CRFR2-BP ag 6.0 and CRFBP-R2 block -3.8.
O=S(=O)(c1ccc2c(c1)OCCO2)N1CCc2ccccc21 was read as CHRM4 agonist 3.0, M5 PAM -11.1, CHRM4 PAM -5.1, M4 antag 4.6, M1 PAM -1.6, M5 ag -8.7, CHRM5 antagonist 4.8, CRFR2-BP ag 7.1 and CRFBP-R2 block -4.2.
For COc1ccccc1N(CC(=O)Nc1c(C)n(C)n(-c2ccccc2)c1=O)S(=O)(=O)c1ccc(C)cc1 the results were CHRM4 agonist 0.5, M5 PAM -7.7, CHRM4 PAM -0.3, M4 antag -9.8, M1 PAM 18.3, M5 ag -3.0, CHRM5 antagonist 7.2, CRFR2-BP ag 0.9 and CRFBP-R2 block -8.1.
CCOc1ccc(C(=O)NC2CCCCCCC2)cc1 was read as CHRM4 agonist -0.9, M5 PAM 6.9, CHRM4 PAM -7.2, M4 antag 3.3, M1 PAM 2.8, M5 ag -9.1, CHRM5 antagonist 2.7, CRFR2-BP ag -3.0 and CRFBP-R2 block 6.6.
O=C(Nc1ccn(Cc2ccc(F)cc2)n1)c1ccncc1 was read as CHRM4 agonist 5.3, M5 PAM -7.3, CHRM4 PAM 3.5, M4 antag -5.7, M1 PAM 0.8, M5 ag 6.8, CHRM5 antagonist -1.3, CRFR2-BP ag 1.9 and CRFBP-R2 block 3.2.
Screening O=c1[nH]cnc(O)c1C(c1ccc2c(c1)OCO2)c1c(O)nc[nH]c1=O returned CHRM4 agonist 0.0, M5 PAM 1.9, CHRM4 PAM -4.2, M4 antag 2.9, M1 PAM 8.3, M5 ag 4.6, CHRM5 antagonist 9.1, CRFR2-BP ag -0.5 and CRFBP-R2 block 10.9.
For O=S(=O)(c1ccccc1)n1ccc2ccccc21 the results were CHRM4 agonist -0.8, M5 PAM -10.1, CHRM4 PAM -5.5, M4 antag 9.9, M1 PAM -3.8, M5 ag -9.2, CHRM5 antagonist 5.3, CRFR2-BP ag -0.2 and CRFBP-R2 block 15.0.
`CC1C(=O)N(Cc2cn(Cc3ccco3)nn2)CCS(=O)(=O)N1Cc1ccc(-c2ccccc2C(F)(F)F)cc1` (configuration not stated) gave CHRM4 agonist -0.6, M5 PAM -0.3, CHRM4 PAM -3.9, M4 antag 2.2, M1 PAM 8.5, M5 ag -0.2 and CHRM5 antagonist 6.1.
CC(C)(C)c1ccc(C(=O)NNC(=O)c2cccc(Br)c2)cc1 was read as CHRM4 agonist -0.1, M5 PAM 2.6, CHRM4 PAM -2.2, M4 antag -1.7, M1 PAM 5.5, M5 ag 1.5, CHRM5 antagonist -3.8, CRFR2-BP ag 0.0 and CRFBP-R2 block 2.2.
Screening CC(O)(c1cccc(F)c1)c1nc(-c2ccc3ccccc3c2)cs1 (configuration not stated) returned CHRM4 agonist 4.0, M5 PAM -1.9, CHRM4 PAM 3.0, M4 antag 0.3, M1 PAM 1.9, M5 ag 0.7 and CHRM5 antagonist 2.6.
`CCCCCNc1ncnc2c(C)[nH]nc12` gave CHRM4 agonist 11.6, M5 PAM -9.3, CHRM4 PAM -2.9, M4 antag 0.1, M1 PAM -8.1, M5 ag 13.3 and CHRM5 antagonist 8.9.
For CCn1c(SCC(=O)Nc2cc(NC(C)=O)ccc2OC)nnc1-c1ccccn1 the results were CHRM4 agonist 2.1, M5 PAM -4.7, CHRM4 PAM 4.0, M4 antag -12.1, M1 PAM 3.1, M5 ag 2.2, CHRM5 antagonist -2.1, CRFR2-BP ag -0.7 and CRFBP-R2 block 0.8.
Screening COc1ccc([C@H]2C[C@@H](n3cc(-c4ccc(F)cc4)nn3)[C@H](O)CN2C(=O)c2cccs2)cc1 returned CHRM4 agonist 2.5, M5 PAM 1.4, CHRM4 PAM -5.1, M4 antag 2.8, M1 PAM -7.1, M5 ag 0.5, CHRM5 antagonist 6.4, CRFR2-BP ag -0.4 and CRFBP-R2 block -3.3.
`COc1ccc(CCNC(=O)c2ccc(COc3ccccc3OC)o2)cc1` gave CHRM4 agonist 4.8, M5 PAM -5.2, CHRM4 PAM -11.6, M4 antag 2.0, M1 PAM 16.6, M5 ag 1.0, CHRM5 antagonist 4.5, CRFR2-BP ag -3.0 and CRFBP-R2 block -3.6.
For N/C(=N\OC(=O)CC1CCCCC1)c1ccc(Cl)cc1 the results were CHRM4 agonist 0.2, M5 PAM 0.8, CHRM4 PAM 0.2, M4 antag 5.5, M1 PAM 7.1, M5 ag -4.2, CHRM5 antagonist 7.2, CRFR2-BP ag 5.0 and CRFBP-R2 block -12.1.
Screening Cc1cccc(C(=O)N2CCc3cc(-c4nc(NC(=O)CN5CCCC5)sc4C)ccc32)c1 returned CHRM4 agonist 0.0, M5 PAM -1.8, CHRM4 PAM 2.5, M4 antag 10.0, M1 PAM 6.7, M5 ag -1.7, CHRM5 antagonist 8.6, CRFR2-BP ag 0.1 and CRFBP-R2 block -0.5.
`COc1ccc(C(=O)COC(=O)c2nc3nccc(C)n3n2)cc1F` gave CHRM4 agonist 2.3, M5 PAM -1.2, CHRM4 PAM 2.7, M4 antag -4.8, M1 PAM -1.1, M5 ag -1.7, CHRM5 antagonist -3.0, CRFR2-BP ag 1.6 and CRFBP-R2 block -4.5.

2 entries drawn at random from the list so far:
For CCn1c(SCC(=O)Nc2cc(NC(C)=O)ccc2OC)nnc1-c1ccccn1 the results were CHRM4 agonist 2.1, M5 PAM -4.7, CHRM4 PAM 4.0, M4 antag -12.1, M1 PAM 3.1, M5 ag 2.2, CHRM5 antagonist -2.1, CRFR2-BP ag -0.7 and CRFBP-R2 block 0.8.
Screening CC(O)(c1cccc(F)c1)c1nc(-c2ccc3ccccc3c2)cs1 (configuration not stated) returned CHRM4 agonist 4.0, M5 PAM -1.9, CHRM4 PAM 3.0, M4 antag 0.3, M1 PAM 1.9, M5 ag 0.7 and CHRM5 antagonist 2.6.

Hits appear at their usual frequency; any-hit rate near 2.6%.
